GLP-1R inv ag = acts as inverse agonist at human GLP-1 receptor | Potency, µM (titrated, usually from 38.3 µM), for inactives: at the highest dose activity change, negative = inhibition, most hits filed as inhibitors | 1.6% of 410,000 active | P43220 | HEK293 GLP-1R CRE-luciferase, luminescence, 24 h; GLP-1R form is constitutively active; also: potency is read from the fitted curve at half-maximal effect; % is scaled to controls: 0 for no effect and ±100 for the full control effect; nearly all actives have a fitted effect of over 55% in size
Target sequence (P43220 whole entry, looked up): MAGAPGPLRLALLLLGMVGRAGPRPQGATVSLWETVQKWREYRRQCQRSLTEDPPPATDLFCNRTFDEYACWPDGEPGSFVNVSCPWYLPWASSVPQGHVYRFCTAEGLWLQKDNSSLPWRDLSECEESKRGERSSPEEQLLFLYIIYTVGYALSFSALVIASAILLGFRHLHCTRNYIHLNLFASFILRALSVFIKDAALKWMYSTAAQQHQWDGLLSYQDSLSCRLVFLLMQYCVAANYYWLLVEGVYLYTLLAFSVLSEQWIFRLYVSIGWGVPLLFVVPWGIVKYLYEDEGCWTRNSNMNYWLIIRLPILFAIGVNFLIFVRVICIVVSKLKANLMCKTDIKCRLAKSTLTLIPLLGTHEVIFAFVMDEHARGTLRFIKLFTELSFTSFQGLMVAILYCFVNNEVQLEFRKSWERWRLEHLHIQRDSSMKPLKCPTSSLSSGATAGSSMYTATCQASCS
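HEK293 cells stably co-expressing constitutively active GLP-1R and a cAMP-responsive luciferase reporter were seeded in DMEM with 10% Nu serum, given compounds after 12 h, and incubated 24 h at 37 deg C. Luminescence was then read.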
GLP-1R agonist = GLP-1 receptor (human) agonism; P43220; HEK293 GLP-1R CRE-luciferase, luminescence, 4-6 h; cells express a hypersensitive GLP-1R form; Potency, µM (titrated, usually from 45.6 µM), without a hit: at the top dose activation, hits mostly activators; 0.007% of 380,000 active; AID 624172; also: potency is read from the fitted curve at half-maximal effect; % of control where 0% means no effect
EPAC1 antagonist = antagonists of human EPAC1. EPAC1 GEF assay, Rap1b-BODIPY-GDP exchange fluorescence. O95398. Potency, µM (highest dose often 115 µM), for the others: at the highest dose activity change, negative = inhibition, usual class: inhibitors. AID 720709. 0.14% of 360,000 active;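 also: potency is read from the fitted curve at half-maximal effect; plate controls were vehicle for no effect and positive control for full effect; nearly all actives have a fitted effect of over 50% in size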
PLK1 PBD inh = inhibitors of human PLK1 polo-box domain binding; Potency, µM, for the others: max response, negative = inhibition, actives largely listed as inhibitors; 2.8% of 360,000 active; AID 720504; Plk1 PBD binding of FITC phosphopeptide, fluorescence polarization; also: potency is read from the fitted curve at half-maximal effect; series mostly up to about 57 µM; % is scaled to controls: 0 for no effect and ±100 for the full control effect; nearly all actives have a fitted effect of over 65% in size
Target sequence (P53350 whole entry, looked up, the tested form may be a part): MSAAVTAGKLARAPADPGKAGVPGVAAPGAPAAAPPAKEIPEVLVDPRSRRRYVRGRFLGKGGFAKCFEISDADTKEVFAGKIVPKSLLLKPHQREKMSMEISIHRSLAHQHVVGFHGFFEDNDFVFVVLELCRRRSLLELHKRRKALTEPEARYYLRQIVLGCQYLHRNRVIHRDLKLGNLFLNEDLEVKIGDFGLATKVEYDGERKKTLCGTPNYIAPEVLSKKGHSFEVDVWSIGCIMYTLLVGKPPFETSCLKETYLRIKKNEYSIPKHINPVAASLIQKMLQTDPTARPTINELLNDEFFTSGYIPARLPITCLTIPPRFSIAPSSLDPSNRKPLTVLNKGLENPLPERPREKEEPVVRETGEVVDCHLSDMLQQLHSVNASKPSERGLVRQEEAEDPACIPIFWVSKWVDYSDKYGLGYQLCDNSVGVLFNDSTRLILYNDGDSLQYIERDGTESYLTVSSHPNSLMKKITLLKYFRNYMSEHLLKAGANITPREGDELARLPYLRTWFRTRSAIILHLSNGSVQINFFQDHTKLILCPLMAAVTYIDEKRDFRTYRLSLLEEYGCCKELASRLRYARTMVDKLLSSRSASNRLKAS
IL-2 act = IL-2 activation. IL-2 activation reporter assay, cell-based qHTS; stimulated with anti-CD3/CD4/CD28 beads; in transgenic mouse T cells. activation, % (series mostly up to about 46 µM). 0.065% of 360,000 active. AID 652025; in the data active = activation above about 50%; inconclusive = mostly about 30% to 49%; also: 0% is about no effect
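First, unstimulated transgenic mouse T cells were exposed to compound for 60 min. Next, anti-CD3/anti-CD4-coated beads with anti-CD28 were added. Finally, after 18 h at 37 degrees C, EGFP and DsRed were imaged.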
EPAC1 agonist = agonists of human EPAC1; O95398; EPAC1 agonist qHTS, biochemical assay; response scale: 100% = response to 6.5 mM cAMP; Potency, µM (highest dose often 154 µM), for the others: at the top dose activation, usual class: activators; 0.073% of 360,000 active; AID 720707; also: potency is read from the fitted curve at half-maximal effect; nearly all actives have a fitted effect of over 60% in size
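Fluorescent GDP-exchange assay: 100 nM EPAC1 with 250 nM Rap1B preloaded with BODIPY-GDP and 50 uM GDP; compounds tested as concentration series, 5 min at room temperature, then read every 5 min for 30 min (ex 480/em 540 nm); normalized to 6.5 mM cAMP.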
PI5P4Ka inh = PI5P4K alpha (human) kinase inhibition. max response, %. PI5P4Kalpha enzyme, ADP-Glo luminescence, 60 min; hits give low values. P48426. 1.2% of 330,000 active; active = max response of -50% or lower; inconclusive = between -30% and -50%; inactive = -30% or higher; also: value at the top dose of about 77 µM; % is scaled to controls: 0 for no effect and ±100 for the full control effect
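PI5P4Kalpha ADP-Glo assay; 5 microM ATP final; 60 min RT reaction; HEPES pH 7.4/EGTA/CHAPS, 5% DMSO; controls lacking substrate or enzyme; luminescent end-point.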
PTHR1 agonist = PTHR1 (human) receptor agonism; Q03431; HEK293 GP2 PTHR1 cells, GloSensor cAMP luminescence, 1 h; Potency, µM (top dose mostly 115 µM), for the others: top-dose activation, hits mostly activators; 0.075% of 410,000 active; also: potency is read from the fitted curve at half-maximal effect; nearly all actives have a fitted effect of over 55% in size; some results filed as inactive show a strong effect at the top dose; inactives centre near -15; many of its hits are not listed in these tables
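HEK-293-derived GP2 cells expressing PTHR1 and a GloSensor cAMP reporter, 3,000/well, plated overnight, given luciferin plus IBMX (each 0.5 mM as added) for 1 h at 37 °C, then compound for 1 h at 37 °C. Luminescence was read after 15 min at room temperature.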
HEK293 tox = cytotoxicity in counter-screen for GLP-1R inverse agonists | 0.13% of 410,000 active | Potency, µM (top dose mostly 38.3 µM), for inactives: top-dose activity change, negative = inhibition, usual class: inhibitors | AID 624418 | HEK293 cAMP-luciferase reporter cells, luminescence, 24 h;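 also: loss of luciferase light is scored as toxicity; potency is read from the fitted curve at half-maximal effect; % is scaled to controls: 0 for no effect and ±100 for the full control effect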
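Quantitative HTS format, 1536 wells, 200 cells/uL seeded. Compounds: 23 nL, 24 h, 37 °C. Detection: luciferase reagent, luminescence at 12 min RT; decreased signal taken as cytotoxic.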
* marks the source's active call; other numbers are inactive results; i = inactive; ? = inconclusive; . = not tested or not shown; [ ] = remark or other dose. Unless noted, calls follow the shape of the dose curve; as a rule, active = well fitted curve in the direction sought with a large enough effect; inconclusive = small, poorly fitted or top-dose-only effect, or another doubt; inactive = no such curve, though single readings can be large; an effect the other way counts as inactive or inconclusive. A portion of the library; rates above refer to the full screens.

Values in the order: GLP-1R inv ag	GLP-1R agonist	EPAC1 antagonist	PLK1 PBD inh	IL-2 act	EPAC1 agonist	PI5P4Ka inh	PTHR1 agonist	HEK293 tox
#1 Cc1ccc(NC(=O)CC2S/C(=N/N=C/c3c[nH]c4ccccc34)NC2=O)cc1 (stereo not drawn)
    -8%	-22%	1%	-10%	-2.9	2%	-6	i	28%
#2 CCOc1ccc(NC(=O)N2CC=C(n3c(=O)[nH]c4ccccc43)CC2)cc1
    ?	-13%	11%	-3%	0.4	-2%	2	-14%[57.5 µM]	-17%
#3 CCOc1ccccc1OCCCOc1ccc(C)cc1Br
    -10%	11%	-14%	-13%	-5.6	-4%	1	-11%	14%
#4 O/N=C/c1ccccc1OCc1ccc(Cl)cc1
    ?	18%	-10%	-9%	-2.4	9%	1	-22%	-1%
#5 O=C(Nc1ccncc1)C1CCN(S(=O)(=O)c2cccs2)CC1
    -2%	5%	-11%	-5%	-3.2	-7%	0	-18%	9%
#6 Nc1c(Cl)ncnc1NCCO
    11%	4%	13%	-7%	-4.0	5%	0	-2%	-10%
#7 CN(C(=O)c1cccc(C#N)c1)c1nnc(-c2cnccn2)s1
    10%	1%	1%	-3%	-1.6	2%	1	i	-5%
#8 Cc1noc(C)c1CS(=O)(=O)Cc1ccc(Cl)cc1
    1%	6%	-4%	-2%	-0.2	3%	0	i	-2%
#9 COc1ccc(CN2C[C@@H](CO)O[C@@H](n3cnc4c(N5CCOCC5)ncnc43)C2)cc1
    8%	17%	6%	1%	-0.6	-16%	3	-8%	2%
#10 CCOC(=O)C1(Cc2ccccc2)CCCN(CCCn2cccn2)C1 (stereo not drawn)
    -9%	2%	18%	-2%	0.7	-8%	7	-17%	6%
#11 CCSc1ncc(Cl)c(C(=O)Nc2sc3c(c2C(=O)NCc2cccnc2)CCCC3)n1
    0%	-4%	12%	3%	2.3	8%	.	i	0%
#12 CCC(=O)c1cn(CC(=O)NCc2cccnc2)c2ccccc12
    5%	-5%	17%	-5%	-2.4	-2%	.	i	-14%
#13 Cc1cc(C)n(C(C)CC(=O)Nc2ccc3c(c2)OCO3)n1 (stereo not drawn)
    8%	-3%	-15%	-3%	0.2	0%	-1	i	-11%
#14 COc1ccccc1NC(=O)Nc1nc(C(N)CC(C)C)cs1 (stereo not drawn)
    ?	1%	9%	-4%	-0.4	-10%	-8	-3%	1%
#15 NS(=O)(=O)c1cccc(-n2cnnn2)c1
    16%	10%	0%	-1%	0.3	2%	2	i	-5%
#16 CC(=O)NCCC(=O)Nc1nc(-c2ccc3ccccc3c2)cs1
    -9%	5%	-24%	-11%	1.5	-5%	-5	-17%	12%
#17 Cc1cccc(NC(=O)c2cccc3c2-c2ccccc2C3=O)n1
    ?	15%	-22%	1%	-0.2	0%	-1	-12%	-4%
#18 CCO[C@@H]1OC(C(=O)N2CCN(Cc3ccc4c(c3)OCO4)CC2)=C[C@H](c2ccc(Br)cc2)[C@H]1CCCO
    ?	-1%	-6%	-1%	0.2	8%	8	-41%[inhibitor]	-1%
#19 NC(=O)c1ccc[n+](Cc2ccccc2)c1
    7%	8%	6%	-4%	-2.4	-10%	-6	i	0%
#20 O=C(CN1CCCc2ccccc21)NC(=O)NCc1ccccc1
    -25%	14%	-5%	-8%	-1.4	-9%	-10	-31%[inhibitor]	-1%
#21 O=S(=O)(c1ccc(F)cc1)N1CCN(S(=O)(=O)c2ccc3c(c2)OCCO3)CC1
    .	5%	-7%	.	0.4	-7%	.	i	.
#22 COc1cc2c(cc1NC(=O)COC(=O)c1ccc(C(C)(C)C)cc1)oc1ccccc12
    15%	-1%	21%	-5%	-1.0	0%	4	i	0%
#23 NC(=O)c1ccc(NC(=O)CCCN2C(=O)c3ccccc3C2=O)cc1
    0%	-1%	4%	-6%	-1.8	2%	.	i	6%
#24 Cc1ccc(NC(=S)N2CCN(CCN3C(=O)c4cccc5cccc(c45)C3=O)CC2)cc1
    1%	2%	-20%	-14%	0.8	1%	0	i	18%
#25 Cc1cc(C)cc(-n2c(C)cc(/C=C3\C(=N)N4N=C(CC(C)C)SC4=NC3=O)c2C)c1
    11%	-1%	-15%	?	0.5	-4%	-2	-30%	-15%
#26 NNc1ccccc1C(F)(F)F
    -11%[0.307 µM]	1%	9%	-12%	-0.3	11%	3	i	3%[0.307 µM]
#27 O=C(CNC(=O)c1ccc2c(c1)OCCO2)N/N=C/c1ccco1
    -8%	0%	-22%	0%	0.7	-7%	-5	-17%	14%
#28 COC(=O)CSc1nnc(SCc2ccccc2)s1
    -5%	-3%	8%	-4%	-0.6	3%	.	i	15%
#29 Cc1[nH]c(C)c(C(=O)/C=C/c2ccc([N+](=O)[O-])cc2)c1C
    ?	-3%	-4%	-4%	-0.9	2%	-3	-43%[inhibitor]	?
#30 O=C(O)c1cccc(S(=O)(=O)Nc2ccccc2C(=O)NCCc2ccccc2)c1
    6%	3%	-12%	-10%	1.0	6%	0	?	-7%
#31 COc1ccccc1C(=O)NCC(=O)OCC(=O)c1ccc(Cl)s1
    -1%	6%	-22%	-9%	1.7	?	-1	i	10%
#32 CCOC(=O)C1(Cc2cccc(OC)c2)CCN(Cc2ccc(OC)c(O)c2)CC1
    ?	2%	1%	2%	0.1	11%	-2	-36%[inhibitor]	-10%
#33 CNC[C@H]1OCc2cnnn2CCCC(=O)N([C@H](C)CO)C[C@@H]1C
    27%	-6%	-14%	-7%	-0.6	5%	2	-11%	0%
#34 C=CC[C@H](CC(=O)OC(C)(C)C)C(=O)OC[C@H]1CCCN1C(=O)[C@@H](CC=C)CC(=O)N(CCO)Cc1ccccc1
    ?	-3%	-9%	-23%	-4.1	-16%	-3	-25%	8%
#35 Cc1cccc(Cn2cnc3c(nnn3Cc3ccc(Cl)cc3)c2=O)c1
    8%	5%	22%	-6%	-4.7	3%	.	?	-5%
#36 CCOC(=O)c1ccc(N2C(=O)CC(N3CCC(C(N)=O)(N4CCCCC4)CC3)C2=O)cc1 (stereo not drawn)
    23%	4%	5%	-6%	-0.3	6%	.	i	?
#37 CC1=C(C(=O)Nc2ccc(C)cc2C)C(C(C)C)n2nc(SCc3ccccc3Cl)nc2N1 (stereo not drawn)
    -20%	-2%	.	.	.	.	.	i	1%
#38 CCOc1ccccc1/C=C/c1onc(C)c1S(=O)(=O)N1CCC(C(=O)N2CCCCCC2)CC1
    ?	7%	-15%	-1%	-2.8	10%	15	-16%	-9%
#39 O=C(COC(=O)c1ccco1)NCC1CCCCC1
    22%	8%	9%	-16%	0.4	3%	3	-1%	2%
#40 COC(=O)CCC(=O)OC1(C)C(=O)C=C2C=C(C3CC3)N(CC3CC3)C=C2C1=O (stereo not drawn)
    -46%	-1%	-1%	-9%	0.4	-11%	-3	i	-12%
#41 CCC(=O)c1ccc(OCC(=O)OCC(=O)NC2CCCCCCC2)cc1
    1%	-4%	-9%	0%	-1.7	-11%	9	i	4%
#42 O=C(NCc1nnc2c(C(F)(F)F)cc(Cl)cn12)c1cccs1
    -5%	-3%	8%	-12%	-5.5	-1%	-11	i	13%
#43 COc1ccc(NC(=O)CCN2C(=O)c3ccccc3C2=O)cc1
    1%	3%	-5%	-9%	0.6	-5%	-10	-1%	-6%
#44 O=C(c1cn(-c2ccccc2)nc1-c1cccnc1)N1CCCC(C(F)(F)F)C1 (stereo not drawn)
    -7%	0%	1%	0%	-6.0	-4%	-4	i	18%
#45 Cc1nn(-c2ccccc2)c2[nH]c(=O)cc(C(F)(F)F)c12
    ?	-1%	-14%	-3%	-0.2	-7%	2	-25%	-11%
#46 Cc1nn(C)c(C(=O)NC(=S)Nc2ccc([N+](=O)[O-])cc2)c1Cl
    ?	-5%	-12%	-21%	-2.4	-17%	1	-20%	?
#47 Cc1sc2ncnc(SCC(=O)c3ccc4c(c3)OCCO4)c2c1-c1ccccc1
    ?	0%	-19%	-1%	-0.4	2%	18	i	82%[activator]
#48 COc1cc(NC(=O)COC(=O)Cc2ccc(-c3ccccc3)cc2)cc(OC)c1
    -29%	4%	0%	-7%	-2.6	19%	12	i	-14%
#49 CCn1c(=O)cc(OCC(=O)NCCCN2CCC(C)CC2)c2ccccc21
    5%	14%	-3%	-7%	1.2	5%	.	-16%[57.5 µM]	6%
#50 CC(C)N1CCN(Cc2nc(-c3ccccc3)cs2)CC1CCO (stereo not drawn)
    3%	11%	-22%	-10%	-2.9	-2%	-6	i	1%
#51 Cc1cc2nnc(SCC(=O)NC3CCCCC3)n2c(N)n1
    16%	10%	15%	-14%	-0.2	1%	-1	i	3%
#52 CN(C)CCNC(=S)Nc1ccccc1C(C)(C)C
    -2%	-1%	-15%	-8%	-2.4	-1%	-7	i	4%
#53 CCn1cc(C(=O)N(C)Cc2ccccc2)c(=O)c2cc(S(=O)(=O)N3CCCCCC3)ccc21
    4%	2%	.	.	.	.	.	i	-11%
#54 O=C(COC(=O)c1cc(=O)[nH]c2ccccc12)Nc1ccc(Cl)c(S(=O)(=O)N2CCOCC2)c1
    -4%	1%	-2%	0%	-0.2	-3%	2	-11%	-17%
#55 CCOC(=O)Nc1sc(NS(=O)(=O)c2ccccc2)nc1C
    1%	-2%	6%	-22%	0.0	-8%	4	i	-16%
#56 NC(=O)N/N=C/c1cc(Br)ccc1OC(=O)c1ccccc1
    14%	-1%	-3%	-9%	-0.5	7%	4	-23%	-3%
#57 COc1ccc2oc(=O)c(C(=O)N3CCN(c4ccccc4)CC3)cc2c1
    9%	-3%	-9%	0%	-2.1	11%	.	i	-11%
#58 COc1ccc(Cn2c(=O)c3c(nc(NCCO)n3C)n(C)c2=O)cc1
    65%[activator]	14%	10%	-8%	-0.4	-4%	5	-5%[57.5 µM]	4%

Screening data: PubChem BioAssay, National Center for Advancing Translational Sciences (NCATS)
